DT40 TDP1 no CPT = qHTS for Inhibitors of human tyrosyl-DNA phosphodiesterase 1 (TDP1): qHTS in cells in absence of CPT. AID 686978, 2013. hit rate 15% among 420,000. Potency, µM (doses to about 46.2 µM), inactives show at the highest dose activity change, negative = growth inhibition, actives largely listed as inhibitors. DT40 Tdp1-/- hTDP1 cells, no CPT, ATP luminescence, 48 h; also: nearly all actives have a fitted effect of over 55% in size
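Compound effects on proliferation are scored in DT40 Tdp1-/-;hTDP1 cells in the absence of CPT. ATP levels (CellTiter-Glo luminescence) are recorded after a ≥48 hr, 37 °C incubation.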
DT40 TDP1 CPT = growth inhibition of DT40 Tdp1-/-;hTDP1 cells with camptothecin (screen for TDP1 inhibitors); hit rate 12% among 420,000; chicken DT40 Tdp1-/-;hTDP1 cells + 20 nM CPT, ATP luminescence, 48 h; Potency, µM (series often up to 46.2 µM), for inactives: top-dose activity change, negative = growth inhibition, hits mostly inhibitors; also: nearly all actives have a fitted effect of over 55% in size
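Chicken DT40 Tdp1-/- cells complemented with human TDP1, 400 cells/well, exposed to compounds plus 20 nM camptothecin for at least 48 h at 37 C; viability read as ATP content by CellTiter-Glo luminescence.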
KAT2A inh = GCN5L2 (KAT2A) acetyltransferase inhibition | hit rate 0.21% among 390,000 | AID 504327 | Q92830 | Potency, µM (titrated, usually from 58.9 µM), without a hit: top-dose activity change, negative = inhibition, actives largely listed as inhibitors | GCN5L2 HAT assay, ThioGlo1 CoA-SH fluorescence
Target sequence (Q92830 whole entry, looked up): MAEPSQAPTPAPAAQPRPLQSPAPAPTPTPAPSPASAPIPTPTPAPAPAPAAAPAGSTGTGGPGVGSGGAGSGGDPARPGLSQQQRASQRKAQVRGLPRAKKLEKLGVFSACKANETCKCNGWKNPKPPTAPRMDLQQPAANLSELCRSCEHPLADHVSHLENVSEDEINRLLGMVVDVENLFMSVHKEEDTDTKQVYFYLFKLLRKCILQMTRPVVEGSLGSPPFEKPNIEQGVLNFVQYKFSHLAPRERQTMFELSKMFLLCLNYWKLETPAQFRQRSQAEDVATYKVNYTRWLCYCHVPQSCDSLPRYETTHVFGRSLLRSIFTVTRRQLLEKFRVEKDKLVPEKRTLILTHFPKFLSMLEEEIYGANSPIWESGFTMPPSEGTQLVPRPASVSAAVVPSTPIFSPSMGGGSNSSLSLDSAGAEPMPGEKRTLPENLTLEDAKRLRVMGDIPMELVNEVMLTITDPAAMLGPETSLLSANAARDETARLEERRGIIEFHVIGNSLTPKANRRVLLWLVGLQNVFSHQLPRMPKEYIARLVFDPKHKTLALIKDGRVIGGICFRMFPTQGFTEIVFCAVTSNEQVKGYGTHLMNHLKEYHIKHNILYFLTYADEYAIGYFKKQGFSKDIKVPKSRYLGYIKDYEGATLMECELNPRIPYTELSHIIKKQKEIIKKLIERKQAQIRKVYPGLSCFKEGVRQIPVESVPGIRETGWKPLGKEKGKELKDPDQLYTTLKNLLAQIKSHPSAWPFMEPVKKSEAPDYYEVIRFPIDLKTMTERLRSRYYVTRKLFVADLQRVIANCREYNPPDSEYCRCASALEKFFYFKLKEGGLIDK
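qHTS, 1536-well. 20nM enzyme, pH 7.5 HEPES/EDTA/Tween-20 buffer; 15 min compound preinc., RT. Start: 75uM H3(1-25), 70uM AcCoA, 50uM ThioGlo1. Read Ex340/Em540 at t=0 (autofluorescence flag) and t=20 min.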
An asterisk follows results filed as active; u = inconclusive; x = not tested or not shown; & = joins results of further samples; [ ] = remark or other dose. Calls follow the shape of the dose curve; as a rule, active = well fitted curve in the direction sought with a large enough effect; inconclusive = small, poorly fitted or top-dose-only effect, or another doubt; inactive = no such curve, though single readings can be large; an effect the other way counts as inactive or inconclusive. % is scaled to controls: 0 for no effect and ±100 for the full control effect; potency is read from the fitted curve at half-maximal effect.

Values in the order: DT40 TDP1 no CPT	DT40 TDP1 CPT	KAT2A inh
C[C@@H]1CCCCO[C@H](CN(C)C(=O)Nc2ccc(C(F)(F)F)cc2)[C@@H](C)CN([C@H](C)CO)C(=O)c2cc(NC(=O)Nc3ccc4c(c3)OCO4)ccc2O1
 : u	-90%	x
COCCN1CCc2nc(SCC(=O)Nc3ccc(C)c(Cl)c3)[nH]c(=O)c2C1
 : -29%	0%	-3%
CCN(CC(=O)Nc1c(F)cccc1F)C(=O)c1ccc(COc2ccccc2)o1
 : -22%	-16%	-7%
O=C(CSc1nnc(-c2ccccc2F)n1C1CC1)N1CCCC1
 : -4%	-3%	x
COc1ccc(C)cc1N(CC(=O)Nc1cccc(N(C)S(C)(=O)=O)c1)S(C)(=O)=O
 : u	21µM*	1%
COc1cc(OC)c(NS(=O)(=O)c2ccc3oc(=O)c4ncn(C)c4c3c2)cc1Cl
 : -23%	-29%	-6%
CC(=O)NN1C(=O)c2ccccc2NC1c1cccc([N+](=O)[O-])c1 (stereo unspecified)
 : -9%	-6%	-4%
CCOc1cc(/C=N/NS(=O)(=O)c2ccccc2)ccc1OS(=O)(=O)c1ccc(C)cc1
 : -25%	u	-9%
Cc1nc2scc(-c3ccc(Cl)cc3)c2c(=O)n1N
 : u	-28%	1%
O=C(Nc1ccccc1)C1CCCN1/C=C/C(=O)C(F)(F)F (stereo unspecified)
 : -12%	-29%	-2%
CSc1ccc(/C=C(\C#N)C(=O)NC2CCCCC2C)cc1 (stereo unspecified)
 : 10µM*	u	-8%
CCOC(=O)N1CCN(CC(=O)c2c(C)[nH]c3ccccc23)CC1
 : 18µM*	18µM*	-15%
COCCNC(=O)CSc1nc2cc3c(cc2c(=O)n1CCCC(=O)NCc1ccc(OC)cc1)OCO3
 : 2%&-3%	-5%&-6%	0%&-11%
CC(=O)Nc1c(C)nn(-c2ccccc2)c1N1CCC(C(=O)Nc2ccccc2F)CC1
 : -13%	14%	-5%
CN(C(=O)c1ccccc1C(=O)OCC(=O)Nc1ccccc1)c1ccccc1
 : 16%	-14%	0%

Retrieved by compound from the entries so far (two):
Values in the order: DT40 TDP1 no CPT	DT40 TDP1 CPT	KAT2A inh
CC(=O)NN1C(=O)c2ccccc2NC1c1cccc([N+](=O)[O-])c1 (stereo unspecified)
 : -9%	-6%	-4%
COc1ccc(C)cc1N(CC(=O)Nc1cccc(N(C)S(C)(=O)=O)c1)S(C)(=O)=O
 : u	21µM*	1%

Next part
Values in the order: DT40 TDP1 no CPT	DT40 TDP1 CPT	KAT2A inh
Cc1cn(C2OC(CC(=O)Oc3ccccc3)C(O)C2O)c(=O)[nH]c1=O (stereo unspecified)
 : -4%	2%	x
COc1ccc(C(=O)N2N=C(c3ccc(NS(C)(=O)=O)cc3)CC2c2cccs2)cc1 (stereo unspecified)
 : u	-17%	-9%
COc1ccc(CNC(=O)C(=O)NCC2CCCO2)cc1 (stereo unspecified)
 : 21µM*	16µM*	-1%
c1ccc(Oc2cccc3cccnc23)nc1
 : 1%	7%	0%
Nc1c(NCc2ccccc2)c(=O)[nH]c(=O)n1Cc1ccccc1
 : 18µM*	u	-3%
COc1ccc(CNC(=O)CN2CCN(S(=O)(=O)c3cccs3)CC2)cc1OC
 : 5%	-10%	1%
O=c1cc(COn2nnc3ccc(C(F)(F)F)cc32)nc2sccn12
 : -29%	-9%	-1%
Cc1ccc(S(=O)(=O)N2CCOCC2)cc1NC(=O)COc1cccc(Oc2ccccc2)c1
 : u	u	1%
CCN1CCN(C2=C(Cl)C(=O)N(Cc3ccccc3)C2=O)CC1
 : u	23µM*	-4%
Cc1ccccc1C(=O)NC(=S)Nc1ncccn1
 : -13%	-6%	-1%
Cn1cccc1C(=O)N1CCC2(CCCN(Cc3ccccc3)C2)CC1
 : -23%	-2%	0%
COc1ccc(C(=O)N2CCN(C3CCC(c4ccccc4)CC3)CC2)cc1OC (stereo unspecified)
 : 15µM*	21µM*	2%
Cc1ccc(C(N)=S)c(C)c1
 : -28%	-22%	2%
Cc1ccc(SCc2c(C(=O)N/N=C/c3ccoc3)nnn2-c2nonc2N)cc1
 : u	-18%	-12%
CN1CCC(NC(=O)Cc2c(F)cccc2Cl)CC1
 : 2%	-7%	-4%

Next section, starting with the last 2 of the part before.
Values in the order: DT40 TDP1 no CPT	DT40 TDP1 CPT	KAT2A inh
Cc1ccc(SCc2c(C(=O)N/N=C/c3ccoc3)nnn2-c2nonc2N)cc1
 : u	-18%	-12%
CN1CCC(NC(=O)Cc2c(F)cccc2Cl)CC1
 : 2%	-7%	-4%
O=C(CCCN1C(=O)/C(=C/c2cccc(Br)c2)SC1=S)Nc1cccnc1
 : 16µM*	u	-20%
c1cncc(CSc2ccc(-c3cccs3)nn2)c1
 : u	-29%	-6%
O=C(c1ccccc1F)N1CCOCC1
 : -11%	1%	-1%
O=c1c2ccccc2nnn1CSc1nnc(-c2cccnc2)n1-c1ccccc1F
 : u	-28%	0%
CC(C)(C)c1ccc(C2/C(=C(\O)c3ccc4c(c3)OCCO4)C(=O)C(=O)N2CCCN2CCOCC2)cc1 (stereo unspecified)
 : 16%	-5%	-19%
Cc1ccc(C)c(N2CCN(C(=O)CSCc3ccccc3Cl)CC2)c1
 : u	u	-1%
CCCCS(=O)(=O)c1oc(-c2ccc(F)cc2)nc1S(=O)(=O)c1ccc(C)cc1
 : 0.58µM*	1µM*	-4%
Cc1ccccc1C(=O)n1nc(-c2cccnc2)nc1NCc1ccc(F)cc1
 : u	u	-16%
O=C(COC(=O)c1ccc(S(=O)(=O)C(F)F)cc1)NC(=O)NC1CCCCC1
 : -1%	-2%	-3%
CCOC(=O)C1=C(C)Nc2ncnn2C1c1cc(OC)ccc1OC (stereo unspecified)
 : -12%	-14%	-3%
C=CCn1c(O)c(N=Nc2ccccc2)c2ccccc21
 : u	u	2%
CC1=NN(C(N)=S)C(C)(C)C1
 : -4%	25%	-5%
Cc1cc(Br)c(S(=O)(=O)NCc2cccnc2)cc1C
 : 0%	-7%	-17%
CCC(C)(C)NC(=O)C(c1ccncc1)N(C(=O)Cn1nnc2ccccc21)c1cc2c(cc1C(C)=O)OCO2 (stereo unspecified)
 : 1%	11%	-5%
COCCCNC(=O)NC(=O)c1ccccc1
 : -27%	-5%	-2%
CCCCCCOc1ccc(OC(=O)c2ccncc2)cc1
 : 23µM*	13µM*	-8%
O=C(NCc1cccs1)c1cc(-c2cccc(Cl)c2)on1
 : u	u	-20%
Cc1ccc(C(=O)N2CCN(S(=O)(=O)c3ccc(C)cc3)CC2)cc1
 : -30%	-29%	-2%
O=C(Nc1nnc(-c2ccccc2Cl)o1)c1ccco1
 : u	u	u
COc1cc2c(cc1OC)[C@@H](NC(=O)CCc1ccccc1)[C@H](OCc1ccccc1)C2
 : u	10µM*	-7%
CN(c1ccccc1)c1nc(N)c([N+](=O)[O-])c(N2CCOCC2)n1
 : u	-6%	0%
COc1ccc(/C=C2/C(=O)N(c3ccccc3)N=C2C)cc1OC
 : -7%	-25%	-3%
O=C1CSC(c2ccc([N+](=O)[O-])cc2)N1c1ccc(O)cc1 (stereo unspecified)
 : -18%	-8%	8%
CS(=O)(=O)c1ccc(-c2nnn(CC(=O)Nc3ccc4c(c3)OCCO4)n2)cc1
 : -23%	0%	-7%
CCOc1ccc(CCNC(=O)Cc2ccc(NC(=O)C3=C(C)OCCS3)cc2)cc1
 : u	u	-19%
COc1cc2sc(-c3ccc(S(C)(=O)=O)cc3)c(C(=O)NCc3ccc(C)o3)c2cc1OC
 : 13µM*	u	-17%
Cc1oc(C)c2c(=O)cc(-c3ccc4c(c3)OCO4)cc(OC(=O)c3ccc(Cl)cc3)c12
 : u	21µM*	-1%
O=C(CNC(=O)c1ccccc1F)N/N=C/c1ccc2c(c1)OCO2
 : 0%	0%	-5%
CCCc1ccc(C2=Nn3c(nnc3C(C)C)SC2)cc1
 : u	u	-8%
Cc1ccc(OCC(=O)NCCCNC(=O)c2cccnc2)cc1
 : 8%	-5%	2%
CCOc1cc(/C=N/O)ccc1OS(=O)(=O)c1ccc(C)cc1
 : u	-27%	-5%
CCOc1ccc(NC(=S)Nc2cccc3cnccc23)cc1
 : u	u	-12%
COc1cc(OC)cc(C(=O)N2CCN(C3CCCCC3)CC2)c1
 : -8%	2%	-19%
Cc1ccc(S(=O)(=O)NCCC(=O)Nc2ncccc2O)cc1C
 : -1%	8%	0%
CCO[C@H]1OC(C(=O)NCc2ccccc2)=C[C@@H](C)[C@@H]1CCCO
 : 10%	-23%	-8%
O=C(C[C@H]1C[C@H](C(=O)N2CCCCC2)[C@@]2(CCc3ccccc3)c3[nH]c4cc(-c5ccco5)ccc4c3CCN2C1=O)NCc1cccc(C(F)(F)F)c1
 : 21µM*	u	-11%
CCOCCCn1c(=S)[nH]c2cc(C(=O)NCC(OC)OC)ccc2c1=O
 : 3%	-3%	-1%
Cc1ccc(/C=C/C(=O)N2CCN(S(=O)(=O)/C=C/c3ccccc3)CC2)o1
 : -1%	2%	14%
O=[N+]([O-])c1ccc2c(c1)nc1n2CCCCC1
 : u	-6%	-7%
O=C(CN1C(=O)NC2(CCCC2)C1=O)OCc1ccc(Cl)cc1Cl
 : -9%	-13%	-1%
Cn1c(=O)c2cc(NC(=O)Cc3ccccc3F)ccc2n1C/C=C/c1ccccc1
 : u	u	x
O=C(CSCc1ccc(Cl)cc1Cl)Nc1nccs1
 : 2%	-7%	1%
O=C(Nc1ccc(OC(F)(F)F)cc1)c1cccc(-n2cnnn2)c1
 : u	u	-5%
O=C(c1ccc(NS(=O)(=O)c2cccs2)cc1)N1CCN(c2ccccc2Cl)CC1
 : u	u	-10%
CC1(C)C[C@H](O)[C@@]23C[C@@H](OC2=O)[C@]2(C)C(=CCC4[C@@]5(C)CC[C@H](O)C(C)(C)C5CC[C@]42C)[C@@H]3C1 (stereo partly specified)
 : u	-10%	x

Further entries
smiles | DT40 TDP1 no CPT | DT40 TDP1 CPT | KAT2A inh
CCCc1cc(=O)oc2c(CN3CCN(C)CC3)c(O)ccc12 | 22% | -12% | -21%
O=C(Nc1ccc(Cl)cc1)c1csc(Cc2ccccc2)n1 | 14% | 3% | -1%
COc1ccc(NC(=O)CS(=O)CC(=O)Nc2ccc(OC)c(OC)c2)cc1 (stereo unspecified) | u | -24% | -1%
CCc1[nH]nc(C(=O)N2CCCC(C(=O)c3cccc(OC(C)C)c3)C2)c1C (stereo unspecified) | 16µM* | u | -4%
Cc1cnn(C(=O)c2cc(-c3ccccn3)nc3ccc(Cl)cc23)c1 | -2% | 9% | 31%[activator]
COn1c(-c2ccccc2)nc2c1CCc1c-2no[n+]1[O-] | u | u | -4%
O=C(NCC1CCCO1)C1CCN(C2CCN(Cc3ccco3)CC2)CC1 (stereo unspecified) | -15% | 0% | 0%
COc1cccc(-c2cc(C(=O)Nc3ccccc3)c3ccccc3n2)c1 | 6.5µM* | u | x
N#C/C(=C\c1c[nH]c2ccccc12)C(=O)Nc1ncc(Cc2ccc(Cl)cc2Cl)s1 | 16µM* | u | u
Cc1ccsc1CN(C(=O)COc1ccccc1Cl)C1CCS(=O)(=O)C1 (stereo unspecified) | u | u | -7%
CC1=C(C(=O)N2CCCCCC2)CC(CC(=O)NCc2ccco2)C(=O)N1Cc1ccccc1 (stereo unspecified) | 7% | 2% | x
CCCCn1c(SCC(=O)NCc2ccco2)nnc1-c1ccoc1C | -8% | -11% | -19%
COC(=O)CSc1nnc(SCc2ccccc2)s1 | -6% | -6% | 0%
COc1ccc(CCNC(=O)c2cccnc2)cc1OC | -14% | 0% | 2%
COc1ccccc1CNc1ncnc2ccc(-c3ccccc3C#N)cc12 | u | u | -10%
CC(C)(C)C(=O)Nc1ccc(/C=C/C(=O)c2ccco2)cc1 | u | u | u
CC(=O)n1cc(/C=N/NC(=O)c2ccccc2Cl)c2ccccc21 | 3% | -2% | -4%
C[C@H](O)[C@@H]1C(=O)N2CCc3c([nH]c4ccccc34)[C@@H]2C[C@@H]1N(C)C(=O)Nc1ccccc1 | u | -24% | x
Cc1nn(-c2ccccc2)c2c1C(c1cccc([N+](=O)[O-])c1)N(c1ccccc1)C(=O)N2 (stereo unspecified) | u | -27% | -1%
CCc1c(C)nc(N)n2c(SCC(=O)Nc3ccccc3OC)nnc12 | -1% | -3% | -3%
CC(C)C[C@H]1CN(CCCC[C@@H]2CNC(=O)C(=O)N2Cc2ccccc2)C(=O)C(=O)N1CCc1ccc(O)cc1 | 1% | 2% | x
CC(=O)N1CCN(S(=O)(=O)c2cccc(C(=O)NNC(=O)c3ccc(Br)cc3)c2)CC1 | 3% | 0% | x
Cn1cccc1C(=O)OCc1cc(Cl)cc2c1OCOC2 | -13% | 4% | 0%

High-throughput results as filed in PubChem.

This is a random part of the collection; overall some 18% were active at least once.
